APOBEC3G inh: APOBEC3G DNA deaminase inhibitors, primary screen, biochemical, fluorescence, single-stranded DNA substrate, uHTS; DNA dC->dU-editing enzyme APOBEC-3G (Homo sapiens), Q9HC16; recombinant A3G, ssDNA deamination FAM/TAMRA fluorescence; inhibition, % at 20 µM; 330,000 tested, 0.28% active;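 active = inhibition of at least 40% at 20 µM, with no more than 30% in the related APOBEC3A deaminase screen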;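 note: plate controls were DMSO wells with A3G for no effect and wells lacking A3G enzyme for full effect; some compounds called inactive have numbers as strong as hits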
Target sequence (Q9HC16 whole entry, looked up): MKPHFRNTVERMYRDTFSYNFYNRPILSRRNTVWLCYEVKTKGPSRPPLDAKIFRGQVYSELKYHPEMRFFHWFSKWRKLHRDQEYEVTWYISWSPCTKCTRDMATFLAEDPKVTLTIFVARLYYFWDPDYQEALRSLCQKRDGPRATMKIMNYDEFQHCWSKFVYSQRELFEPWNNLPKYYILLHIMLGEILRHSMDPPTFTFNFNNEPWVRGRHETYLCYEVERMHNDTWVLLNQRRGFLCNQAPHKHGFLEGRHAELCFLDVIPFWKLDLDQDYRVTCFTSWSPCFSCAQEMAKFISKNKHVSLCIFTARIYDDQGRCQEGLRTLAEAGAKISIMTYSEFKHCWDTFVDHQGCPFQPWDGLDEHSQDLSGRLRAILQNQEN
mIAP activ: activators of mouse IAP, primary screen, biochemical, luminescence, uHTS; activation factor at 10 µM; muIAP, CDP-Star luminescence, 30 min; stronger effect = higher value; 1 = vehicle-only enzyme signal, 0 = enzyme-free wells; AID 2805, 2010; 330,000 tested, 0.24% active; intestinal alkaline phosphatase [Mus musculus];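 active = activation factor of at least 2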; note: the source names both 10 and 20 µM as test concentration; values of inactives mirror those of a sister screen read the other way
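Assay system: mouse IAP enzyme / Compound: DMSO-dissolved test compounds / Timing: 30 min, room temperature / Measured by: luminescence from enzymatic CDP-Star hydrolysis / Control set: DMSO-only wells, enzyme-free buffer wells as negative control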
mIAP block: inhibitors of mouse IAP, primary screen, biochemical, luminescence, uHTS | purified mouse IAP, CDP-Star luminescence, 30 min | 330,000 tested, 0.2% active | intestinal alkaline phosphatase [Mus musculus] | inhibition, % at 10 µM;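 active = inhibition of at least 40% at 10 µM in the primary screen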;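 note: plate controls were DMSO with enzyme for no effect and no enzyme wells for full effect; values of inactives mirror those of a sister screen read the other way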
NLRP3 yeast inh: NALP3 inflammasome inhibitors in reconstituted yeast, primary screen, luminescence, uHTS; Yeast reconstituted NLRP3/ASC/caspase-1, beta-gal luminescence, 24 h; inhibition, % at 10 µM; 330,000 tested, 0.39% active; AID 2825, 2010;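 active = inhibition of 50% or more; inactive = inhibition below 50%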;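 note: plate controls were induced DMSO wells for no effect and uninduced yeast grown without galactose for full effect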
APOBEC3A inh: APOBEC3A ssDNA deaminase inhibitors, primary screen, selectivity assay for APOBEC3G inhibitor project, biochemical, FAM/TAMRA oligo cleavage fluorescence; DNA dC->dU-editing enzyme APOBEC-3A (Homo sapiens), P31941; recombinant A3A, FAM/TAMRA ssDNA deamination fluorescence; inhibition, % at 20 µM; 330,000 tested, 0.41% active; AID 493011, 2011;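 active = at least 40% inhibition at 20 µM here, with at most 30% in a related deaminase screen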;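 note: plate controls were A3A with DMSO for no effect and wells lacking A3A enzyme for full effect; some results filed as inactive read as strong as hits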
hIAP inh: human IAP inhibitors, primary screen, biochemical, luminescence, uHTS; 330,000 tested, 0.12% active; Intestinal-type alkaline phosphatase (Homo sapiens), P09923; purified IAP, CDP-Star luminescence, 30 min; inhibition, % at 10 µM;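 active = inhibition reaching a set limit with compound at 10 µM in the primary screen, cut at about 35% in these data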;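 note: plate controls were DMSO wells with enzyme for no effect and no-enzyme buffer wells for full effect; values of inactives mirror those of a sister screen read the other way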
Target sequence (P09923 whole entry, looked up): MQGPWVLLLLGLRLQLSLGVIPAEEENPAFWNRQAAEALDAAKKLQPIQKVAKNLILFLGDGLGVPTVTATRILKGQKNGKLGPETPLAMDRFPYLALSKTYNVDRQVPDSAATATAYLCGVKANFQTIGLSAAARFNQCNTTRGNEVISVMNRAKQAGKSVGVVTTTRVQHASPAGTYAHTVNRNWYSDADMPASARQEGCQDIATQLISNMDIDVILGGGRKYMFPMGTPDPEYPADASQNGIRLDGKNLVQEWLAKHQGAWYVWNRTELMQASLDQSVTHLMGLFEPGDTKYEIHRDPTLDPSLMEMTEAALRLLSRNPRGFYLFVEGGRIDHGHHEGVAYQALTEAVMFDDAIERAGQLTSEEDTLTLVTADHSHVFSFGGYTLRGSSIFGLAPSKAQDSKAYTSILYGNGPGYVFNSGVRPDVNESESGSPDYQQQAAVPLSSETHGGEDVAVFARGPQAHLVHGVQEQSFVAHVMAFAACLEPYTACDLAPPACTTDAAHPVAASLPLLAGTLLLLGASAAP
TIM10 inh: growth inhibitors of isogenic TIM10 control yeast, primary screen, counter-screen for tim10-1 yeast inhibitor project, luminescence, uHTS | inhibition, % at 10 µM | S. cerevisiae TIM10 strain growth, BacTiter-Glo luminescence, 24 h | 330,000 tested, 1.4% active;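 active = inhibition of 40% or more at the single tested concentration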;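 note: wild-type TIM10 isogenic control strain grown at permissive 25 °C; 0% = DMSO yeast wells and 100% = minimal medium wells without yeast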
beta cell repl: inducers of MIN6 beta-cell proliferation, primary screen, ATP luminescence, uHTS. proliferation, % at 10 µM. 330,000 tested, 0.29% active. MIN6 cells proliferation, ATPlite luminescence, 48 h; cells starved in 0.2% serum; 100% = growth in 10% serum;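 active = compounds whose signal lies at least 3.5 SD above the mean of all wells on their plate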;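 note: 0% = DMSO-treated cells in low-serum medium and 100% = 10% serum control; some compounds called inactive have numbers as strong as hits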
tim10-1 inh: growth inhibitors of tim10-1 mutant yeast, primary screen, luminescence, uHTS. S. cerevisiae tim10-1 ts strain growth, BacTiter-Glo, 24 h. inhibition, % at 20 µM. 330,000 tested, 2.2% active. AID 463190, 2010;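 active = inhibition of at least 40%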;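 note: mutant grown at 25 °C; 0% = DMSO wells with yeast and 100% = wells holding no yeast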
The depositor's hits bear a star; & = joins results of further samples; ! = not active in a repeat.

SMILES	APOBEC3G inh	mIAP activ	mIAP block	NLRP3 yeast inh	APOBEC3A inh	hIAP inh	TIM10 inh	beta cell repl	tim10-1 inh
O=C(C1CCCO1)N1CCC2(CC1)OCCO2 (stereo not drawn)	-4	1.1	-6	19	-7	-16	-2	0	-13
CN1CC=C2C(C#N)=C(N)C(C#N)(C#N)C(c3ccncc3)C2C1 (stereo not drawn)	-1	0.98	2	6	0	14	5	-1	-3
CN(C)[C@@H]1C(=O)C(C(N)=O)=C(O)[C@@]2(O)C(=O)C3=C(O)c4c(O)cccc4[C@@](C)(O)C3[C@H](O)C12 (stereo partly drawn)	59&59	0.83	24	9	81&86	8	-1	-2	2
OCC#CC[N+]1(CC#Cc2ccccc2)CCCC1	-4	0.93	7	7	-1	2	-3	-1	-3
CC(C)CN1CCN(Cc2cccc3c2OCO3)CC1CCO (stereo not drawn)	-6	1	-1	-7	-1	10	8	0	3
CN(CCc1nnc(N)s1)[N+](=O)[O-]	-12	1.1	-9	24	-6	11	1	-1	2
COC(=O)C1=C(c2cc3ccccc3o2)C[C@@H]2CC[C@H]1N2C(=O)N1CCC(C)CC1	-3	1.1	-10	17	-1	9	0	-8	32
COc1cc(C)c(CN2CCN(c3ccccc3)CC2)cc1C	2	0.98	2	-1	-1	-2	8	-1	9
COCCOC(=O)C1=C(N)OC(C)=C(C(=O)OC)C12C(=O)Nc1ccccc12 (stereo not drawn)	-5	1.1	-6	7	-4	10	4	0	-1
CCNc1cc(N2CCN(C)CC2)ccc1[N+](=O)[O-]	4	1.2	-20	10	-3	16	-2	-3	-5
COC(=O)C1=C(c2ccccc2)C[C@@H]2CC[C@H]1N2C(=O)NCc1ccccc1	-8	1	-1	3	-1	14	0	-1	-2
Cc1ccc(C(=O)N[C@@H](C)CN2C3=NC[C@H](Cc4ccccc4)N3C[C@H]2Cc2ccc(O)cc2)cc1Br	-2	1.2	-15	9	2	-12	9	-9	12
COC(=O)C1=C(c2ccc(OC)c(OC)c2)C[C@@H]2CC[C@H]1N2C(=O)NC1Cc2ccccc2C1	-4	1	0	7	1	-4	-2	1	4
CCC1(CCCC(=O)c2ccc(F)cc2)C(=O)NC(=S)NC1=O	0	0.97	2	16	1	-6	-7	-2	8
CCC(C)n1c(O)c(/C=N/Nc2nc3c(c(=O)n(C)c(=O)n3C)n2C)c(=O)[nH]c1=S (stereo not drawn)	-6	0.82	18	15	-5	6	3	-4	12
Cn1cc(C(=O)c2ccccc2)c2ccccc21	-6	1	0	36	-5	11	-19	-1	-1
CC(C)[C@H]1C(=O)O[C@H](C(C)C)C(=O)N(C)[C@@H](C(C)C)C(=O)O[C@H](C(C)C)C(=O)N(C)[C@@H](C(C)C)C(=O)O[C@H](C(C)C)C(=O)N1C	-9	1.2	-18	10	-7	3	14	-6	26
CN1C(=O)/C(=C/c2ccc(N3CCCCCC3)o2)C(=O)NC1=S	-4	0.83	17	27	-2	0	5	-4	26
COC(=O)C1=C(c2ccc(F)cc2F)C[C@@H]2CC[C@H]1N2C(=O)NCc1ccc2c(c1)OCO2	-5	1	-3	14	1	-1	2	6	-5
Cc1cc(OCC(=O)N2CCC(C(=O)O)CC2)c2c3c(c(=O)oc2c1)CCCC3	-5	0.9	10	2	-4	12	7	3	5
CCN(CC)C(=O)c1ccc(NC(=O)Nc2ccccc2F)cc1	-19	1.1	-12	5	-8	12	42*	-6	56*
O=[N+]([O-])/C(Cl)=C1\NCCN1Cc1ccc(Cl)nc1	-5	0.92	8	-10	-1	6	-4	2	3
CC(C)(C)C(=O)NC1CCSC1=O (stereo not drawn)	2	1	-3	13	1	0	-3	3	18
OC1/C(=C/c2ccccc2C(F)(F)F)N2CCC1CC2 (stereo not drawn)	-3	0.95	5	-10	3	-2	-1	1	-3
COc1ccc2c(c1)C13CCCC[C@@H]1C(C2)N(C)CC3 (stereo partly drawn)	-6	0.98	2	-1	-3	18	-4	-2	0
CC(C)N(CCC(C(N)=O)(c1ccccc1)c1ccccn1)C(C)C (stereo not drawn)	-4&-3	0.9&1	10&-2	13&5	-1&-1	35&-3	4&-1	13*!	-1&-18
COc1ccccc1N=C1SCCCN1C	34	1.1	-10	3	72	17	-5	-4	-10
CCCCn1c(O)c(C(CC)=NCCN2CCCCC2)c(=O)[nH]c1=O	-5	0.95	4	12	0	-3	8	-2	13
CN1CCCN(C(=O)COc2cccc(C(F)(F)F)c2)CC1	-7	0.91	9	-3	-2	-7	-13	0	-1
COC(=O)C1=C(c2ccc3ccccc3c2)C[C@@H]2CC[C@H]1N2C(=O)N1CCC(C)CC1	-1	0.93	7	28	0	10	10	-6	1
O=C(N/N=C/c1c(O)n(Cc2ccco2)c(=O)[nH]c1=O)c1ccccc1O	12	0.6	40	0	39	-46	-3	8.0*	-6
N=C1c2ccccc2CN1NC(=O)c1ccccc1	-4	0.93	7	7	-3	16	9	0	-17
COc1ccc(-c2cc(=Nc3ccccc3)c3cc(C)ccc3o2)cc1	-7	0.81	18	34	-2	-2	11	-6	29
Cc1ccc(-c2nc3ccccc3c(=O)n2-c2ccc(Br)cn2)cc1	4	1.1	-11	55*	3	5	44*	2	34
O=c1[nH]c(=O)n(Cc2ccco2)c(O)c1C=NCc1ccco1	-4	0.83	16	9	6	8	4	-1	11
O=c1c2ccccc2nc(-c2ccc(Cl)cc2Cl)n1-c1ccncc1	-7	1	0	28	-4	8	19	0	25
NNP(=O)(CC(=O)c1ccccc1)c1ccccc1 (stereo not drawn)	-4	1.1	-15	9	-1	-23	-9	0	-17
CC1CCN(CC(=O)c2ccccc2Cl)CC1	-3	0.97	3	18	0	3	3	0	24
O=C(OCC(=O)c1ccc([N+](=O)[O-])cc1)/C(=C/c1ccc(Cl)cc1)NC(=O)c1ccccc1	-9	1	-1	2	3	2	45*	-1	35
Cc1cc(/C=C2\C(=O)NC(=O)N(c3ccc(Cl)cc3)C2=O)c(C)n1-c1cccc(C(=O)O)c1	10	0.94	6	18	24	21	5	1	-9
COc1ccccc1CN1CCN(C(=O)COc2ccccc2)CC1	-2	1	-2	10	-1	5	-2	4	9
C[C@@H]1O[C@@H](O[C@@H]2C=C3CC[C@@H]4C(CC[C@]5(C)[C@@H](c6ccc(=O)oc6)CC[C@]45O)[C@@]3(C)CC2)[C@H](O)[C@H](O)[C@H]1O (stereo partly drawn)	-4	0.98	2	6	-1	-23	14	-2	-6
COc1ccc(-c2cc(=O)c3c(OC)c(OC)c(OC)cc3o2)cc1	0	0.95	5	28	6	0	18	9.3*	30
NCCc1c[nH]c2ccc(OCc3ccccc3)cc12	0	1	0	2	1	-6	14	0	19
COc1cccc(N2C(=O)NC(=O)C3(Cc4cc(C)ccc4N(C)C3)C2=O)c1 (stereo not drawn)	4	1	-1	24	-9	-11	-12	-1	-28
CCOC(=O)C1=C(N)OC2=C(C(=O)CCC2)C12C(=O)N(CC(N)=O)c1ccccc12 (stereo not drawn)	-3	1	-1	8	4	-5	2	-2	0
COc1ccc(Cc2nccc3cc(OC)c(OC)cc23)cc1OC	-7	1	-2	23	0	0	3	-6	17
c1ccc(C(OCCN2CCN(c3ncccn3)CC2)c2ccccc2)cc1	-3	0.93	7	10	0	-12	20	-3	17
Cc1ccc(C2(O)CN3CCC2CC3)cc1 (stereo not drawn)	-9	1	-4	23	0	-11	-7	-1	19
N/C(=N\N=C\c1ccc(O)cc1O)N[N+](=O)[O-]	-11	0.9	10	20	-4	-23	8	-3	-7
CC1(C)CSC(=NCc2ccccc2)N1	-8	1.3	-26	9	-6	-13	-1	-3	14
Cc1[nH]c2ccccc2c1CCCNC1CCCCC1	-8	1	0	22	0	-6	4	0	-4
Cc1ccc(S(=O)(=O)N2CC3CC(C2)c2cccc(=O)n2C3)cc1 (stereo not drawn)	-3	1	-1	4	-1	-3	1	0	-1
CCN(CC)c1ccc(/C=C2/C(=O)NC(=O)N(Cc3ccco3)C2=O)cc1	36	0.39	61*	-1	65	-9	2	-1	15
CCCOP(=O)(OCCC)C(NC(=O)c1cc(OC)c(OC)c(OC)c1)c1ccccc1 (stereo not drawn)	-3	0.93	7	13	1	2	1	-1	-5
COCCNC(=O)Cn1cc(/C=C2\C(=O)NC(=O)N(c3cccc(C)c3C)C2=O)c2ccccc21	-9	0.93	7	-3	-6	6	10	-5	1
COc1cc(CNCCc2ccc3c(c2)OCO3)cc(OC)c1OC	-2	0.98	2	10	0	-5	-8	-1	6
CN1C(CC(O)c2ccccc2)CCCC1CC(O)c1ccccc1 (stereo not drawn)	0	0.94	6	3	3	6	-7	-3	-14
CCCCNC(C)Cc1ccccc1 (stereo not drawn)	0	0.98	2	5	1	12	-1	2	11
C=CCN1C(=O)C2(C(C(=O)OCC)=C(N)Oc3ccccc32)C2=C1CCCC2=O (stereo not drawn)	-1	1.1	-7	-3	1	-11	2	-1	7

Later entries
SMILES	APOBEC3G inh	mIAP activ	mIAP block	NLRP3 yeast inh	APOBEC3A inh	hIAP inh	TIM10 inh	beta cell repl	tim10-1 inh
Cc1ccc(N2C(=O)NC(=O)C(CCc3ccccn3)(Cc3cccc(Cl)c3Cl)C2=O)cc1 (stereo not drawn)	-6	1	-5	-10	0	0	19	-1	15
CC[C@H](C)/C=C(C)/C=C/C1=CC2=C(Cl)C(=O)[C@@](C)(OC(C)=O)C(=O)C2=CO1	6	0.82	18	12	13	6	10	-3	27
CCOc1cc(C)cc2oc(=O)c3c(c12)CCCC3	6	1	-4	16	3	8	-12	4	-8
Cc1cccc(NC(=O)CN2CCN(C(=O)COc3cccc(Br)c3)CC2)c1C	-9	0.97	2	10	-5	3	20	6	27
Oc1ccc2c3c1OC1[C@H](O)CC[C@@]4(O)[C@@H](C2)N(CC2CC2)CC[C@]314 (stereo partly drawn)	5&-1	1	1	7	-1&1	4	6	-2	7
O=C1NC(=O)C(=C/C=C/c2coc3ccc(Br)cc3c2=O)C(=O)N1	19	0.67	33	9	7	0	6	-1	9
O=C(Cn1ccc2ccccc2c1=O)NCC(=O)N1CCC2(CC1)OCCO2	-9	1.1	-7	2	-3	-10	-6	-2	15
Cn1c(O)c(/C=C2\C=Nc3ccccc32)c(=O)n(C)c1=O	-4	0.96	4	8	-4	6	-6	-3	-15

Some entries already given with just NLRP3 yeast inh and mIAP block.
smiles,NLRP3 yeast inh,mIAP block
Cc1cccc(NC(=O)CN2CCN(C(=O)COc3cccc(Br)c3)CC2)c1C,10,2
CCOc1cc(C)cc2oc(=O)c3c(c12)CCCC3,16,-4

From PubChem BioAssay

This is a subset, so the mix of outcomes need not match the whole.
